Screening results deposited in PubChem BioAssay by National Center for Advancing Translational Sciences (NCATS).
Rab9 promoter act = activators of Rab9 promoter; Huh7 Rab9 promoter-luciferase reporter, luminescence, 24 h; Potency, µM (top dose mostly 9.22 µM), without a hit: top-dose activation, negative = inhibition, most hits filed as activators; hit rate 2.8% among 320,000; note: % of control where 0% means no effect; nearly all actives have a fitted effect of over 60% in size
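Luminescence from Amplite-detected luciferase (10 minutes, ambient) reports Rab9 promoter activation. Before that, stable Rab9-luciferase Huh7 cells (1500/well, reduced-serum OP-MEM I plus 10% FBS) were exposed to compound for 24 hours at 37C.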
p53 reactivator = re-activators of mutant p53. H1299 p53-A138V BP100-luciferase reporter, luminescence, 24 h. Potency, µM (top dose mostly 92.2 µM), for inactives: at the top dose activity change, positive = activation, usual class: activators. hit rate 0.063% among 320,000. AID 504706; note: % of control where 0% means no effect; nearly all actives have a fitted effect of over 45% in size
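p53-null H1299 cells stably carrying temperature-sensitive p53-A138V and a BP100-luciferase reporter were pinned with compounds (4-point, 1:5 series) and held 24 hrs at 37 deg C. Luminescence was read 10 min after detection reagent.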
NPC1 promoter act = activators of NPC1 promoter; Potency, µM (top dose mostly 9.22 µM), for the others: at the top dose activation, usual class: activators; Huh7 NPC1 promoter luciferase reporter, 24 h; hit rate 2.4% among 320,000;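 note: % of control where 0% means no effect; nearly all actives have a fitted effect of over 60% in size; reporter is driven by a mutant NPC1 promoter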
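Compounds in DMSO were transferred onto Huh7 NPC1-luciferase reporter cells pre-incubated 2 h; after 24 h at 37 °C, Amplite reagent was dispensed and luminescence recorded 10 min later.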
RORg inh = blocks mouse ROR gamma transcriptional activity | hit rate 5.4% among 310,000 | Drosophila S2 Gal4-RORgamma UAS-luciferase reporter, 20 h | Potency, µM (titrated, usually from 53.6 µM), without a hit: at the highest dose activity change, negative = inhibition, most hits filed as inhibitors | P51450; note: % is set by controls: 0 for no effect and ±100 for the full control effect; nearly all actives have a fitted effect of over 60% in size
Target sequence (P51450 whole entry, looked up, the tested form may be a part): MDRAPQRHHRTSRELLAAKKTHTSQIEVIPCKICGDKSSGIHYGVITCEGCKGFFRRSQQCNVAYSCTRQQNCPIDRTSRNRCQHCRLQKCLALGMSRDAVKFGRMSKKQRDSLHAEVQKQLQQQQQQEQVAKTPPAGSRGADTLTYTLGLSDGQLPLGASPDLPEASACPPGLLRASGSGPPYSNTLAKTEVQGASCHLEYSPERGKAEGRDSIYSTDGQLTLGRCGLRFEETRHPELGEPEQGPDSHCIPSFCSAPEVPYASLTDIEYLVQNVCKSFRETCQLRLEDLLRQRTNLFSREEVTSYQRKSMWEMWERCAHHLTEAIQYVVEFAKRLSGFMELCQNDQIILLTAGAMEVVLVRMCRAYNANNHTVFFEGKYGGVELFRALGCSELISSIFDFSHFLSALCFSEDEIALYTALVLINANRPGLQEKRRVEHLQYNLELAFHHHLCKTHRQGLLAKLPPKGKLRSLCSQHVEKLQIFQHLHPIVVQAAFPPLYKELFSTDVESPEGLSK
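Luminescence from a UAS-regulated Photinus luciferase reporter in stably transfected Drosophila Schneider cells is measured; decreased signal marks ROR gamma inhibition. Fusion expression is induced by 700 uM copper sulfate for 20 hr.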
FLuc counter = inhibits or activates purified firefly luciferase, miR-21 counter-screen | P08659 | purified FLuc, Km substrates, luminescence inhibition | Potency, µM (highest dose often 57.5 µM), inactives show top-dose activity change, negative = inhibition, actives largely listed as inhibitors | hit rate 6.9% among 360,000 | AID 588342;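 note: plate controls were vehicle for no effect and reference inhibitor for full effect; nearly all actives have a fitted effect of over 55% in size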
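Purified P. pyralis luciferase (10nM final) with 10uM D-luciferin and 10uM ATP (Km levels) in 50mM Tris acetate pH 7.5, 10mM Mg acetate, 0.01% Tween-20, 0.05% BSA; qHTS 6-point titration, ~60 µM downward; luminescence read.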
VP16 counter = counter-screen for ROR gamma inhibitors: Gal4-VP16 reporter. hit rate 3.5% among 310,000. Potency, µM (series often up to 53.6 µM), inactives show at the top dose activity, negative = inhibition, hits mostly inhibitors. Drosophila S2 Gal4-VP16 UAS-luciferase, luminescence, 20 h;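 note: Gal4-VP16 expression switched on by copper sulfate through the metallothionein promoter; % is set by controls: 0 for no effect and ±100 for the full control effect; nearly all actives have a fitted effect of over 50% in size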
MBNL1-CUG inh = MBNL1-poly(CUG) RNA binding inhibition. Q9NR56. TR-FRET MBNL1-His/biotin-(CUG)12 binding, 665/545 ratio. Potency, µM (doses to about 57.5 µM), for inactives: at the top dose activity change, negative = inhibition, actives largely listed as inhibitors. hit rate 0.036% among 280,000. AID 2675; active = well fitted inhibition curve with a large enough effect in the signal ratio, with a control signal flat, not every such curve was filed as active; inconclusive = small, poorly fitted or top-dose-only effect, or effect the other way, or a change in a side signal; inactive = no such curve, though single readings can be large or run the other way; the % refers to the signal ratio; note: % is set by controls: 0 for no effect and ±100 for the full control effect
Target sequence (Q9NR56 whole entry, looked up): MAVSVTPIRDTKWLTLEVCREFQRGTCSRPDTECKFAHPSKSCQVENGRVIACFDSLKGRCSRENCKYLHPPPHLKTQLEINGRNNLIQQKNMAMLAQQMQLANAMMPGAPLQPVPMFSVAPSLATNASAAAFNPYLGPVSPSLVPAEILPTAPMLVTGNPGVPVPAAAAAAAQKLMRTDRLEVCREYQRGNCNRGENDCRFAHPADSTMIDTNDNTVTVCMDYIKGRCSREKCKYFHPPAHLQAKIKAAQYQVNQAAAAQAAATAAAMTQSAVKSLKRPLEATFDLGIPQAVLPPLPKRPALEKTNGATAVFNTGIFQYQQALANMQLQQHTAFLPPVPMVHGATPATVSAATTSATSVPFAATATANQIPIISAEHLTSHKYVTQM
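Inhibition of protein-RNA binding appears as loss of TR-FRET between terbium anti-His antibody on MBNL1-His and streptavidin-XL665 on biotin-(CUG)12. Activity is normalized to buffer-only and uninhibited-complex controls.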
ELG1 genotoxic = inducers of genotoxicity in HEK293T ELG1-luciferase cells. HEK293T ELG1-luciferase reporter, luminescence, 16 h. Potency, µM (top dose mostly 46 µM), inactives show at the top dose activity change, positive = activation, hits mostly activators. hit rate 1.3% among 330,000. AID 504466; note: % of control where 0% means no effect; nearly all actives have a fitted effect of over 60% in size
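HEK293T cells expressing luciferase-tagged ELG1 were exposed to compound or DMSO vehicle for 16 hr at 37 °C and 5% CO2. Luciferase activity was then measured with ONE-Glo after 30 min at room temperature.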
uPA generation = inhibitors of cell surface uPA generation | cell surface uPA generation assay, qHTS | Potency, µM (series often up to 38.3 µM), without a hit: top-dose activity change, negative = inhibition, hits mostly inhibitors | hit rate 0.31% among 330,000 | AID 540303; active = well fitted inhibition curve with a large enough effect; inconclusive = small, poorly fitted or top-dose-only effect; inactive = no such curve, though single readings can be large or run the other way; tested in mouse RAW 264.7 cells; note: % is set by controls: 0 for no effect and ±100 for the full control effect; nearly all actives have a fitted effect of over 55% in size
BRCA1 expr act = activators of BRCA1 expression | Potency, µM (series often up to 46.1 µM), without a hit: at the top dose activation, hits mostly activators | hit rate 1.1% among 380,000 | AID 624202 | MCF7-BRCA1-FFLuc reporter, luminescence, 48 h; response scale: scaled: vehicle 0%, 10 µM genistein 100%; note: nearly all actives have a fitted effect of over 80% in size; some results filed as inactive show a strong effect at the top dose
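Reporter cells (MCF7, BRCA1 promoter-firefly luciferase) received library compounds across a concentration series for 48 h. End-point luminescence was measured and concentration-effect curves derived after normalization.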
* = called active by the depositor; ? = inconclusive; . = not tested or not shown; [ ] = dose if it differs, or a comment. Unless noted, calls come from the whole dose curve; as a rule, active = well fitted curve in the direction sought with a large enough effect; inconclusive = small, poorly fitted or top-dose-only effect, or another doubt; inactive = no such curve, though single readings can be large; an effect the other way counts as inactive or inconclusive. Potency is the fitted concentration of half-maximal effect. The order is random (roughly 13% active in at least one column).

SMILES | Rab9 promoter act | p53 reactivator | NPC1 promoter act | RORg inh | FLuc counter | VP16 counter | MBNL1-CUG inh | ELG1 genotoxic | uPA generation | BRCA1 expr act
CCOC(=O)c1ccc(NC(=O)CCC(=O)OC)cc1 | 2% | -5% | 6% | ? | -3% | -14% | -4% | -5% | -5% | -2%
CCc1cccc(C)c1NC(=O)CN1CCN(S(=O)(=O)c2ccc(C(C)(C)C)cc2)CC1 | -3% | -1% | -2% | . | 1% | . | . | 9% | 2% | -39%
C=CC[C@@H](CC(=O)OC(C)(C)C)C(=O)OC[C@@H]1CCCN1C(=O)[C@@H](CC=C)CC(=O)N[C@H](CO)Cc1ccccc1 | . | -3% | . | . | . | . | . | -2% | 6% | -5%
Cc1ccccc1Nc1nc(N)nc(CSc2nc3ccccc3c(=O)n2CCCO)n1 | -4% | -2% | 4% | -25%[10 µM] | -3% | 2% | -9% | -1% | -12% | -31%
O=C(NCCCN1CCCC1=O)C1CCN(S(=O)(=O)c2cccc(Cl)c2Cl)CC1 | -3% | 4% | 6% | . | -1% | . | . | 1% | 16% | 6%
CC(C)Nc1nnc(Sc2ccc(Cl)cc2[N+](=O)[O-])s1 | 1% | -11% | -2% | -13%[10 µM] | 0% | 7% | . | 5% | 0% | -27%
O=C(O)COn1c(-c2ccccc2)nc2ccc([N+](=O)[O-])cc21 | ? | 16% | 26% | 30% | 15µM* | ? | ? | 18% | 1% | 64%
Cc1nc(SCC(=O)Nc2cccc(S(=O)(=O)N3CCOCC3)c2)nc(C)c1C | . | -7% | . | . | . | . | . | -4% | 2% | -22%
Cc1cccc(OCCSc2nc3ccccc3n2CCC(=O)O)c1 | 1% | . | -12% | 32% | -2% | -10% | -9% | 0% | 25% | -10%
Cn1c(=O)c2[nH]c(CN(Cc3ccccc3)Cc3ccccc3)nc2n(C)c1=O | 2% | -29% | -1% | -38% | 1% | -2% | -5% | -10% | 4% | -29%
COC(=O)c1ccccc1NC(=O)c1cccs1 | 1% | -3% | 0% | -2% | -3% | 1% | 2% | -2% | -4% | -49%
O=C(NCC1CCCO1)c1cccc(S(=O)(=O)Nc2ccc(F)cc2)c1 (stereo unspecified) | -8% | -1% | -2% | . | 0% | . | . | -3% | ? | -33%
C/C(=N/NS(=O)(=O)c1ccc(F)cc1)c1ccncc1 | -1% | 11% | -2% | -21% | -2% | 2% | -1% | -1% | 1% | 6%
O=C(Nc1cc2c3c(c1)CC(=O)N3CCC2)c1ccc(Cl)cc1 | -4% | 2% | 13% | . | 15µM* | . | . | ? | -1% | -28%
O=C(NC(=S)N1CCCCC1c1cccnc1)c1ccc(Br)cc1 (stereo unspecified) | 1% | 4% | 0% | 0.5µM* | 2% | 1.3µM* | -9% | -1% | 5% | -10%

3 of the compounds above, as labelled records.
O=C(O)COn1c(-c2ccccc2)nc2ccc([N+](=O)[O-])cc21
  Rab9 promoter act: ? | p53 reactivator: 16% | NPC1 promoter act: 26% | RORg inh: 30% | FLuc counter: 15µM* | VP16 counter: ? | MBNL1-CUG inh: ? | ELG1 genotoxic: 18% | uPA generation: 1% | BRCA1 expr act: 64%
C=CC[C@@H](CC(=O)OC(C)(C)C)C(=O)OC[C@@H]1CCCN1C(=O)[C@@H](CC=C)CC(=O)N[C@H](CO)Cc1ccccc1
  Rab9 promoter act: . | p53 reactivator: -3% | NPC1 promoter act: . | RORg inh: . | FLuc counter: . | VP16 counter: . | MBNL1-CUG inh: . | ELG1 genotoxic: -2% | uPA generation: 6% | BRCA1 expr act: -5%
Cc1ccccc1Nc1nc(N)nc(CSc2nc3ccccc3c(=O)n2CCCO)n1
  Rab9 promoter act: -4% | p53 reactivator: -2% | NPC1 promoter act: 4% | RORg inh: -25%[10 µM] | FLuc counter: -3% | VP16 counter: 2% | MBNL1-CUG inh: -9% | ELG1 genotoxic: -1% | uPA generation: -12% | BRCA1 expr act: -31%

New compounds follow.
SMILES | Rab9 promoter act | p53 reactivator | NPC1 promoter act | RORg inh | FLuc counter | VP16 counter | MBNL1-CUG inh | ELG1 genotoxic | uPA generation | BRCA1 expr act
CC1CCN(S(=O)(=O)c2ccc3c4c2CC(=O)N4CC(C)S3)CC1 (stereo unspecified) | 1% | -13% | -2% | -36% | 4% | 1% | 1% | -2%[9.26 µM] | -4% | -48%
COc1ccc(Cl)cc1-c1nc(SCC(=O)NC2CCCC2)n[nH]1 | . | -18% | . | . | . | . | . | -9% | -7% | -45%
COc1ccccc1CNC(=O)C1CCCN1S(=O)(=O)c1cccc2cccnc12 (stereo unspecified) | 3% | -2% | 0% | ? | 6% | -3% | -5% | 2% | -1% | -5%
COc1ccc(C(NC(=O)c2ccc(-c3ccccc3)cc2)c2ccccc2)cc1 (stereo unspecified) | -18% | 6% | -7% | 6% | 8% | -23% | 22% | 3% | 9% | -17%
O=C(Nc1cccnc1)c1cc2c(s1)-c1ccccc1OC2 | 7% | 15% | 25% | 4.5µM* | ? | -9% | ? | -1% | -8% | -37%
O=C(NC(=O)c1ccccc1F)Nc1nc(-c2cccs2)cc(C(F)(F)F)n1 | -2% | -4% | -3% | ? | 2% | -5% | ? | -1% | ? | -17%
O=C(N/N=C/c1ccc[nH]1)c1ccc2c(c1)OCO2 | 12% | 10% | -5% | ? | 13µM* | -27% | 10% | ? | -10% | ?
COc1ccc(OC)c(S(=O)(=O)N2CCN(c3c(C)cccc3C)CC2)c1 | 2% | -8% | -3% | ? | 0% | -4% | ? | -7% | 3% | 19%
CCOC(=O)c1ccc(NC(=O)C(=O)NCc2ccccn2)cc1 | -2% | 5% | 4% | 18% | -12% | 7% | -10% | 3% | 0% | -4%
O=C(CCOc1ccccc1)Nc1ccccc1[N+](=O)[O-] | 15% | 8% | 12% | 5% | -11% | -10% | ? | 13% | ? | 38%
O=C(CSc1nnc(-c2cnccn2)n1Cc1ccco1)c1ccc(Cl)cc1 | -1% | -15% | -5% | 10µM* | 0% | ? | -2% | -4% | -9% | 3%
O=C(O)c1cc(-c2ccccc2)n(-c2ccc(F)cc2)n1 | 0% | -6% | 3% | 2% | -2% | -11% | -3% | -3% | 0% | -12%
CC(C)c1ccc(-c2c(C#N)c(N)nc(SCC(=O)N3CCCCCC3)c2C#N)cc1 | 0% | 0% | -2% | -10% | -2% | -1% | ? | 7% | 3% | -20%
COc1ccc(N2CCN(C(CNS(=O)(=O)c3ccccc3)c3ccccc3)CC2)cc1 (stereo unspecified) | -2% | 0% | 2% | 21% | 2% | -16% | -3% | -3% | -12% | -1%
COc1cc(-c2noc(C)c2C(=O)NCc2ccc3c(c2)OCO3)cc(OC)c1OC | . | -3% | . | . | . | . | . | 0% | -8% | -6%

An excerpt from above in order of their number in p53 reactivator, highest first:
SMILES	p53 reactivator
CCOC(=O)c1ccc(NC(=O)C(=O)NCc2ccccn2)cc1	5%
COc1ccccc1CNC(=O)C1CCCN1S(=O)(=O)c1cccc2cccnc12 (stereo unspecified)	-2%
O=C(CSc1nnc(-c2cnccn2)n1Cc1ccco1)c1ccc(Cl)cc1	-15%

Remaining list, next part.
SMILES | Rab9 promoter act | p53 reactivator | NPC1 promoter act | RORg inh | FLuc counter | VP16 counter | MBNL1-CUG inh | ELG1 genotoxic | uPA generation | BRCA1 expr act
COc1cccc(CNC(=O)[C@H](C)NC(=O)C2CCN(S(=O)(=O)c3ccccc3)CC2)c1 | -8% | 6% | -3% | -12% | 3% | 1% | 4% | -2% | 0% | 4%
COc1ccc(NS(=O)(=O)c2ccc(C)c(C(=O)N3CCCCCCC3)c2)cc1 | -2% | -5% | -3% | . | -14% | . | . | -12% | -2% | -18%
Cc1cc(/C=c2/sc3nc4ccccc4n3c2=O)c(C)n1-c1ccccn1 | -28% | -35%[inhibitor] | -32%[inhibitor] | 0.1µM* | 0.13µM* | 0.25µM* | 13% | -3% | . | ?
COc1ccc(NC(=O)c2cc(-c3ccccc3)nc3c2cnn3C(C)C)c(OC)c1 | -4% | 0% | -1% | . | 7% | . | . | -2% | -3% | -16%
Cc1ccc(S(=O)(=O)N2CCC(C(=O)NCC(C)(C)N3CCOCC3)CC2)c(C)c1 | 13% | -2% | 1% | . | . | . | . | 0% | -5% | 2%
CCCn1c(=O)c2ccccc2n2c(SCCNCCO)nnc12 | -5% | -2% | 1% | -10% | 2% | 4% | -10% | -2% | 14% | -10%
O=C1CC(c2ccc(S(=O)(=O)NC3CC3)cc2)CN1 (stereo unspecified) | 4% | -4% | 1% | -22% | 0% | 7% | -10% | 1% | -8% | 3%
CC(=O)c1ccc(-n2nncc2C)cc1 | 10% | 4% | 2% | -10% | 0% | -2% | -6% | -10% | 5% | 9%
COc1cc2c(cc1OC)CN(c1nc(CN3CCCCC3)nc3sc4c(c13)CCCC4)CC2 | -6% | -3% | 0% | 11µM* | -3% | ? | . | -8% | 4% | 0%
O=C(COC(=O)c1n[nH]c(=O)c2ccccc12)c1ccc(Cl)cc1 | 1% | 12% | -3% | 3% | ? | -1% | 3% | 0% | 1% | -4%
CS(=O)(=O)Nc1ccc(C2=NN(C(=O)c3ccco3)C(c3ccccc3)C2)cc1 (stereo unspecified) | -5% | -10% | 3% | 35% | 2% | 6% | . | 5% | 1% | -34%
Cc1noc(NS(=O)(=O)c2ccc(N/C=C\C(=O)c3ccc(F)cc3)cc2)c1C | 0% | 6% | -1% | 0% | ? | 3% | ? | 18% | 3% | 3%
